Growth percent in the NCI-60 one-dose screen (48 h, 10 µM unless noted): 100 = growth as untreated, 0 = no growth, -100 = all killed.
MDA-MB-435: MDA-MB-435 melanoma; hit rate 7.8% among 82,000; AID 1794794
MOLT-4: MOLT-4 leukemia cells; hit rate 6.9% among 80,000
MDA-MB-468: MDA-MB-468 breast cancer. hit rate 8.5% among 78,000. AID 2202374
MDA-MB-231: MDA-MB-231 breast cancer | hit rate 5% among 81,000
SR: SR leukemia cells | AID 1794780 | hit rate 8.7% among 73,000
MCF7: MCF7 breast cancer; hit rate 6.3% among 82,000; AID 1794796
K-562: K-562 leukemia | hit rate 7.4% among 78,000 | AID 1794777
RPMI-8226: RPMI-8226 leukemia cells | hit rate 7.5% among 77,000
Starred values were filed as active, the others as inactive; . = not tested or not shown; & = joins results of further samples. The calls were made as follows: active = growth percent below 10; inactive = the rest. Hits appear at their usual frequency; about 15% have a hit in one of these screens.

SMILES	MDA-MB-435	MOLT-4	MDA-MB-468	MDA-MB-231	SR	MCF7	K-562	RPMI-8226
O=C(CSc1nc2ccccc2c(=O)n1-c1ccccc1)c1cc2cc(Cl)cc(Cl)c2oc1=O	115	99	103	97	93	94	100	91
O=c1[nH]c(Nc2ccc(Cl)cc2)nc2[nH]ncc12	105	86	.	89	90	77	95	88
Cn1c(=O)c2c(nc(N3CCOCC3)n2C)n(C)c1=O	103	110	.	102	119	94	103	.
CCN1C/C(=C\c2ccc3c(c2)OCO3)c2nc3nc(SC)[nH]c(=O)c3c(-c3ccc4c(c3)OCO4)c2C1	103	104	93	90	103	103	115	92
CC(C)(C)c1cc(-n2c(-c3ccc(Cl)cc3)nc3cc(C(=O)N4CCOCC4)ccc32)n[nH]1	104	75	115	104	79	99	.	101
O=C1/C(=C/c2cccc(OCc3ccccc3)c2)Oc2cc(OCCN3CCCCC3)ccc21	85	82	80	71	-21*	51	-38*	21
O=C(/C=C(/C=C/c1ccc(F)c(F)c1F)OB(F)F)/C=C/c1ccc(F)c(F)c1F	105	80	98	103	90	94	85	105
Nc1c(C(=O)Nc2cccc3ccccc23)sc2nc3c(cc12)CCCCCC3	-39*	21	31	39	19	21	9.1*	30
O=C1/C(=C\c2cn(-c3ccccc3)nc2-c2cccc([N+](=O)[O-])c2)CCc2ccccc21	98	.	93	93	89	50	83	95
CCCC#CCN(CC)CC	95	109	99	109	101	102	103	105
COc1cc(Cc2cc(-c3ccccc3)n[nH]c2=O)cc(OC)c1OC	11	31	29	55	25	35	19	54
COc1ccc(Nc2csc(-c3ccccn3)n2)cc1	100	100	105	97	98	93	95	100
CCN(CC)CCNc1ccccc1Cl	101	77	107	110	87	97	104	86
C=CCn1c(SCC(=O)Nc2ccc(C(=O)/C=C/c3ccc(OC)cc3)cc2)nnc1-c1ccccc1	49	61	94	76	85	20	91	5.8*
Cc1ccc(NC2C(=O)NC(=O)NC2=O)cc1	105&107	116	176&109	101&99	93	92&113	123	104
CC(=O)N1C2=CCCC3CCCCC23c2ccccc21 (stereo not drawn)	98	79	.	85	87	101	81	80
CS(=O)(=O)Nc1cc(-c2ccc3ncnc(Nc4ccc5c(cnn5Cc5ccncc5)c4)c3c2)cnc1Cl	63	57	.	43	45	31	53	64
c1cc(C2CO2)ccc1Oc1ccc(C2CO2)cc1 (stereo not drawn)	109	89	91	105	79	101	91	81
O=[N+]([O-])c1ccc(/C=N/N2CCOCC2)s1	103	102	92	115	98	86	92	86
O=c1[nH]n(-c2ccccc2)c2ccccc12	105	98	100	115	109	99	103	97
Nc1ccc(S(=O)(=O)Nc2cccc(N)c2)cc1	106	92	117	106	110	104	108	104
C/C(=N\Nc1ncc(-c2ccccc2)s1)c1cc2ccccc2o1	106	94	109	90	106	81	105	98
CCN(CC)c1ccc(C=O)c(OCc2cn(CC(=O)Nc3c(Cl)cc(Cl)cc3Cl)nn2)c1	112	101	103	99	94	89	89	102
CC(C)(C)CC(C)(C)c1ccc(OCCOCCSC(=N)N)cc1	-65*	14	-47*	.	-24*	4.6*	3.1*	-44*
COC(=O)COC(=O)c1cc([N+](=O)[O-])cc([N+](=O)[O-])c1	106	87	90	103	97	96	98	85

Reprinted from the part before: 4 compounds, then new ones.
SMILES	MDA-MB-435	MOLT-4	MDA-MB-468	MDA-MB-231	SR	MCF7	K-562	RPMI-8226
C/C(=N\Nc1ncc(-c2ccccc2)s1)c1cc2ccccc2o1	106	94	109	90	106	81	105	98
CCN(CC)c1ccc(C=O)c(OCc2cn(CC(=O)Nc3c(Cl)cc(Cl)cc3Cl)nn2)c1	112	101	103	99	94	89	89	102
CC(C)(C)CC(C)(C)c1ccc(OCCOCCSC(=N)N)cc1	-65*	14	-47*	.	-24*	4.6*	3.1*	-44*
COC(=O)COC(=O)c1cc([N+](=O)[O-])cc([N+](=O)[O-])c1	106	87	90	103	97	96	98	85
C=CCN1C(=O)c2cccc3c(C#CCN4C(=O)c5cccc6cccc(c56)C4=O)ccc(c23)C1=O	104	98	95	76	96	96	89	.
O=[N+]([O-])c1ccccc1NCCO	98	120	119	99	.	94	.	110
CCOc1ccc2cc(-c3nn(CC4CCN(C)CC4)c4ncnc(N)c34)ccc2n1	82&98	29&94	66&88	59&90	12&85	60&89	46&87	41&85
CCCCCCCCC(=O)N1CCCCC1	101	90	105	122	94	100	96	106
CCCCCCCCCNCCCCCCCCC	48	50	23	66	-23*	13	5.9*	-22*
N#Cc1cnn2c1NC(=O)CC2C(=O)O (stereo not drawn)	100	110	92	106	98	106	95	108
COc1ccc(C2=NN(C(N)=S)C(c3ccc4c(c3)OCO4)C2)cc1 (stereo not drawn)	3.0*	14	-0.3*	49	4.7*	10	5.7*	.
COC1=C[C@]23CCC(=O)N2CCc2cc4c(cc2[C@@H]3[C@@H]1OC(=O)CCCC(C)C)OCO4	74	9.6*	6.0*	98	18	1.8*	18	22
CC1=NC(c2ccccc2)C2=C(N1)/C(=C/c1ccccc1)CCC2 (stereo not drawn)	83	90	99	110	.	43	93	27
Cc1ccc(NC(=O)c2sc3nc(C)c(Br)c(C)c3c2N)cc1C	102	106	88	79	75	65	102	90
COc1nc(N)ncc1-c1ccc2ncnc(N3CCc4cc(F)c(Cl)cc43)c2c1	68	63	-25*	-23*	-11*	30	32	14
CCCCC(O)Cn1ncc(C(=O)N/N=C\c2ccc(OC(F)F)c(OC3CCCC3)c2)c1N (stereo not drawn)	90	22	63	83	44	47	52	39
O=C1/C(=C/c2cc(O)cc(O)c2)Oc2cc(O)ccc21	101	112	110	111	102	102	90	100
O=C1OC(c2ccccc2)=N/C1=C\c1cccc([N+](=O)[O-])c1	103	97	108	112	53	104	99	103
CCOC(=O)c1c(C)nc2ccccc2c1/C=C/c1ccc(Br)cc1	75	43	38	81	55	64	42	49
[O-][n+]1onc(-c2ccccc2)c1-c1nnc(-c2ccccn2)c(-c2ccccn2)n1	100	96	97	109	95	80	88	91
CC/C(=C/c1ccccc1)C(=O)O	109	.	100	100	100	101	96	104
Cc1ccc(S(=O)(=O)n2cc(C(=O)C(=O)Nc3ccncc3)c3ccccc32)cc1	1.3*	51	2.0*	43	29	20	24	38
COC(c1ccccc1)(c1ccccc1)c1ccccc1	108	123	113	102	114	115	109	171
O=C(Nc1ccccc1)C1CN(Cc2ccc([N+](=O)[O-])cc2)CCS1 (stereo not drawn)	100	81	99	96	86	96	89	100
O=C(CC(NC(=O)OCc1ccccc1)c1nn[nH]n1)OCc1ccccc1 (stereo not drawn)	109	82	92	107	91	93	99	103
COc1ccc2c(c1)C(=O)/C(=C/c1cccc(OCC(=O)c3ccc([N+](=O)[O-])cc3)c1)CO2	24	-38*	.	61	-64*	-36*	-81*	-51*
O=C1CCCCC1Sc1ccc(Cl)cc1 (stereo not drawn)	122	59	96	91	100	95	98	111
O=C(C1CCC1)N1N=C(c2ccc(-n3ccc(C(F)(F)F)n3)c(F)c2)CC1c1ccc[nH]1 (stereo not drawn)	99	89	112	100	94	89	89	93
COc1cc(/C=C2\CN(C)C(=O)C2=O)ccc1O	104	126	107	103	108	102	102	113

Looked up one by one from the list above (2):
SMILES	MDA-MB-435	MOLT-4	MDA-MB-468	MDA-MB-231	SR	MCF7	K-562	RPMI-8226
O=[N+]([O-])c1ccccc1NCCO	98	120	119	99	.	94	.	110
[O-][n+]1onc(-c2ccccc2)c1-c1nnc(-c2ccccn2)c(-c2ccccn2)n1	100	96	97	109	95	80	88	91

Next entries follow.
SMILES	MDA-MB-435	MOLT-4	MDA-MB-468	MDA-MB-231	SR	MCF7	K-562	RPMI-8226
COC(=O)c1ccc(-n2cc(CCCNC(=O)c3ccc(C)cc3)nn2)cc1	106	100	112	110	102	96	102	102
CCOC(=O)c1ccc(NC(=O)Nc2nccs2)cc1	5.3*	-2.7*	-30*	8.9*	.	0.5*	-3.9*	6.4*
CN1CCOCCOCCOc2ccccc2NC(=O)c2nc(cnc2N)-c2ccc(cc2)S1(=O)=O	58	0.8*	41	66	-16*	31	16	30
Cc1cc(=O)n(C)c(SCC(=O)N2CCOCC2)n1	104	96	94	91	103	95	122	99
Cn1cc(-c2cc3nc(-c4c[nH]c5ccccc45)cc(N)n3n2)c2ccccc21	-82*	-19*	-54*	-93*	8.2*	-67*	-7.7*	-22*
O=c1cc(CP(=O)(O)O)c2cc(O)ccc2o1	99	105	108	106	112	107	119	115
Nc1nc(SCc2ccccc2Cl)c(-c2ccccc2)c(SCc2ccccc2Cl)n1	89	91	.	109	96	78	85	82
CC(C)NCC(O)COc1ccc(O)c(O)c1 (stereo not drawn)	118	72	109	101	.	96	97	97
CC(C)(O)c1cccc2ccccc12	111	98	114	105	94	102	95	104
O=C(COc1ccc(Cl)cc1)N1CCN(Cc2ccc3c(c2)OCO3)CC1	101	100	98	87	98	103	85	89
CC(=O)OCCCC(COC(C)=O)OC(C)=O (stereo not drawn)	113	103	101	119	113	97	104	105
CCOC(=O)C1=NC(Cc2ccccc2)C(=O)N(c2ccc(Cl)cc2)N1 (stereo not drawn)	100	100	101	97	92	97	91	.
C=CCc1cc(C(C)=O)cc(OC)c1O	113	98	91	92	113	106	107	122
COc1cc(OC)c2c(=O)c(O)c(-c3ccccc3)oc2c1	87	54	76	68	40	70	71	69
N#C/C(=C\c1cccc2c1OCO2)C(=O)Nc1sc2c(c1C#N)CCCC2	103	102	100	96	90	98	104	101
Fc1ccc2nc(-c3c(-c4cccc5ccccc45)nc4sccn34)[nH]c2c1	108	73	.	94	83	80	92	86
Oc1ccc2c(c1)OCCOCCOc1cc(O)ccc1OCCO2	103	102	.	110	177	110	106	112
C=CC(=O)N1CCN(c2cccc(Oc3nccc(Nc4nnc(-c5ccccc5)s4)n3)c2)CC1	103	102	110	86	102	74	101	103
Cc1cccc(Cl)c1NC(=O)NNC(=O)CSc1nc2sc3c(c2c(=O)n1-c1ccc(Cl)cc1)CCCC3	103	104	115	100	90	92	97	104
CCC(C)NCCO (stereo not drawn)	109	102	105	116	121	108	122	100
CSc1nn(-c2ccccc2)c2ncnc(Nc3ccccc3Cl)c12	99	97	94	92	83	106	96	101
COc1cc(C2=NN(c3cc(Cl)cc(Cl)c3)C(c3sc(Cl)nc3Cl)C2)cc(OC)c1OC (stereo not drawn)	104	89	110	99	87	93	93	96
O=C(Nc1cccc2ccccc12)c1ccc(/C=C/C(=O)c2ncc[nH]2)cc1	95	77	74	95	17	31	.	24
COc1ccc2c(c1)sc1nc(-c3ccccc3)c(-c3cc(OC)c(OC)c(OC)c3)n12	14	81	87	93	65	91	43	91
Cc1nn(-c2ccc(Cl)cc2Cl)c(=O)n1C#N	128	.	.	115	.	111	101	.

Complete entries, quoted from the list.
O=C(COc1ccc(Cl)cc1)N1CCN(Cc2ccc3c(c2)OCO3)CC1 across the screens: MDA-MB-435 = 101; MOLT-4 = 100; MDA-MB-468 = 98; MDA-MB-231 = 87; SR = 98; MCF7 = 103; K-562 = 85; RPMI-8226 = 89
CCOC(=O)c1ccc(NC(=O)Nc2nccs2)cc1 across the screens: MDA-MB-435 = 5.3*; MOLT-4 = -2.7*; MDA-MB-468 = -30*; MDA-MB-231 = 8.9*; SR = .; MCF7 = 0.5*; K-562 = -3.9*; RPMI-8226 = 6.4*
Cn1cc(-c2cc3nc(-c4c[nH]c5ccccc45)cc(N)n3n2)c2ccccc21 across the screens: MDA-MB-435 = -82*; MOLT-4 = -19*; MDA-MB-468 = -54*; MDA-MB-231 = -93*; SR = 8.2*; MCF7 = -67*; K-562 = -7.7*; RPMI-8226 = -22*

The list continues:
SMILES	MDA-MB-435	MOLT-4	MDA-MB-468	MDA-MB-231	SR	MCF7	K-562	RPMI-8226
CCCCc1nc(Cl)c(C2CC(c3ccc(Cl)cc3)=NN2c2ccc(Cl)cc2)[nH]1 (stereo not drawn)	106	80	106	92	83	84	92	94
CC(C)C[C@@H]1N[C@]2(C(=O)Nc3ccccc32)[C@@H](c2ccc(F)cc2)[C@@H]1C(=O)c1ccc(O)cc1	97	60	95	79	59	87	77	104
O=C(CCCCCSc1nc(-c2ccccc2)cc(-c2ccc(Cl)cc2)n1)NO	93	90	98	101	68	90	98	96
O=C(Nc1ccc(-c2n[nH]c(=S)n2/N=C/c2ccc(Br)cc2)cc1)c1cccnc1	104	102	97	96	98	89	103	.
O=c1nc2c(-c3nc(-c4ccc(F)cc4)no3)n[nH]n2c2sc3c(c12)CCCC3	106	107	110	98	100	92	100	107
CC[C@H](C)[C@@H]1NC(=O)[C@@H]([C@@H](C)CC)NC(=O)CC(=O)[C@H](C)[C@H](/C=C(\C)C[C@H](C)C/C(C)=C/COCc2ccc(OC)cc2)OC1=O	104	74	95	75	83	93	84	83
COc1cc2cc(Oc3ccc(NC(=O)Nc4cc(C(F)(F)F)cc(C(F)(F)F)c4)cc3)c(C)nc2cc1OCCN(C)C	106	107	100	104	121	93	106	113
CSc1nc(-c2cccc(NC(=O)CC#N)c2)c(C#N)c(=O)n1C	106	94	112	99	.	98	99	98
O=C1CSC(c2cn(-c3ccccc3)nc2-c2ccc([N+](=O)[O-])cc2)N1c1cccc(F)c1 (stereo not drawn)	99	95	104	104	83	92	102	108
Nc1ccc(S(=O)(=O)Nc2ccc(C(=O)O)cc2)cc1	111	98	98	108	.	93	96	104
O=C(n1ccc2cc(OS(=O)(=O)c3ccc(Cl)c(C(F)(F)F)c3)ccc21)C12CC3CC(CC(C3)C1)C2	99	103	92	102	97	103	107	.
O=S(=O)(O)c1ccc(N/N=C\c2ccc(Cl)cc2Cl)cc1	110	102	111	104	116	95	99	98
O=C(/C=C/c1cccc(Br)c1)c1cccc(OCCCOc2cccc(C(=O)/C=C/c3cccc(Br)c3)c2)c1	105	99	103	99	54	38	96	12
CCCC[C@]1(O)C[C@H]2[C@@H]3CCc4cc(OC)ccc4[C@H]3CC[C@]2(C)[C@H]1O	95	80	92	76	82	102	25	73
CC(O)(C(=O)O)c1ccccc1 (stereo not drawn)	99	111	106	104	105	93	107	99
COc1ccc(/C=C2\Oc3cc(O)ccc3C2=O)cc1	98	106	117	108	89	115	97	103
